CAL PDZ FP – CAL PDZ (human) peptide binding inhibition. purified CAL PDZ, TMR-peptide fluorescence polarization, 1 h. 300,000 tested, 0.92% active. inhibition, % at 24.9 µM. Q9HD26;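 active means mean inhibition of at least 30% with at least half of replicates also reaching 30%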;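 further: 0% = DMSO neutral control and 100% = excess unlabeled competitor peptide PRC23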
MOR-DOR inv ag – inverse agonists of human mu-delta opioid receptor heterodimerization; P35372+P41143; 340,000 tested, 0.21% active; inhibition, % at 9.3 µM; cell-based MOR-DOR heterodimer luminescence, inverse agonism; in the data active means inhibition above about 22%, passing the limit was not always enough;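 further: 0% = cells with DMSO and 100% = wells without cells with DMSO; values of inactives mirror those of a sister screen read the other way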
RTF Ca sens act – increases calcium sensitivity of human cardiac regulated thin filaments | activation, % at 7.2 µM | P19429+P45379 | IANBD-labeled TnC RTF fluorescence at EC20 calcium; 0% EC20 calcium, 100% full calcium | 340,000 tested, 0.24% active;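 active means activation above the mean over all tested compounds plus 3 SD, cut at about 30% in these data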;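 further: rise in fluorescence read as greater calcium sensitivity of cardiac thin filaments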
MOR-DOR ag – OPRM1-OPRD1 heterodimerization agonism; 340,000 tested, 0.3% active; cells, luminescence; activation, % at 9.3 µM; in the data active means activation above about 18%;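 further: 0% = vehicle-treated cells and 100% = reference agonist; values of inactives mirror those of a sister screen read the other way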
Keap1-Nrf2 PPI – inhibitors of human Keap1-Nrf2 protein-protein interaction; Keap1 Kelch-Nrf2 peptide fluorescence polarization, 1536-well; 340,000 tested, 0.15% active; AID 504523; Q14145; inhibition, % at 9.4 µM; in the data active means inhibition above about 12%;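 further: human Keap1 Kelch domain with fluorescein labeled Nrf2 9mer peptide probe; 0% = neutral control wells and 100% = peptide positive control; higher means more block of Keap1 binding to Nrf2 peptide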
Target sequence (Q14145 whole entry, looked up, the tested form may be a part): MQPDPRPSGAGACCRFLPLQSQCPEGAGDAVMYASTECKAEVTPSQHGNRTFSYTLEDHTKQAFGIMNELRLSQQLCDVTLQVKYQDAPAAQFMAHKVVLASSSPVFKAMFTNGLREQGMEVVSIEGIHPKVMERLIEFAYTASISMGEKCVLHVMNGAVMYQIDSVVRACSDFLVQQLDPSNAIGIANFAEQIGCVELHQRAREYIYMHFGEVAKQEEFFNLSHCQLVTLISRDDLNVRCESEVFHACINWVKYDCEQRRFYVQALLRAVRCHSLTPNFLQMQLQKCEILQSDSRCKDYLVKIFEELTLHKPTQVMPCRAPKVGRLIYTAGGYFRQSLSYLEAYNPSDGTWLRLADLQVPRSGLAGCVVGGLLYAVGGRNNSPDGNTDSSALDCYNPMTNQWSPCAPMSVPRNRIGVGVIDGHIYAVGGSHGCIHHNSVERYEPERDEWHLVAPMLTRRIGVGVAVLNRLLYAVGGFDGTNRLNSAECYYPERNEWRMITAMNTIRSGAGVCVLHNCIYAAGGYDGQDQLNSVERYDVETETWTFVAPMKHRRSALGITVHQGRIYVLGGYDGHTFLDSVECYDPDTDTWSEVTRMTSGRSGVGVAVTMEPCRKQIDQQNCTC
C-LANA FP – KSHV C-LANA DNA binding inhibition; 340,000 tested, 0.078% active; MBP-C-LANA/FAM-LBS DNA binding, fluorescence polarization; AID 504423; inhibition, % at 9 µM;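 active means highest replicate inhibition at or above 60% at 9 µM, even if other replicates fall short; inactive means all replicates below 60% inhibition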;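 further: 0% = neutral control wells and 100% = 4 µM acridine orange control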
Cardiac RTF inh – cardiac RTF calcium desensitization | P19429+P45379 | IANBD-labeled cardiac RTF, Ca2+ fluorescence | inhibition, % at 7.15 µM | 340,000 tested, 0.12% active | AID 493244;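 active means inhibition above the mean inhibition of all tested compounds plus 3 SD, cut at about 17% in these data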;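 further: assay run at fixed EC70 calcium of 1.6 mM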
HTR5A ag – activates human HTR5A in OPRM1-OPRD1 agonist counter-screen | P47898 | HTR5A agonist assay, luminescence, cell-based | activation, % at 9.3 µM | 340,000 tested, 0.61% active; in the data active means activation mostly above about 9.5%, no sharp cut-off; inactive means mostly below about 7.6%;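 further: 0% = cells with vehicle only and 100% = reference agonist; strong numbers were not always called active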
Target sequence (P47898 whole entry, looked up): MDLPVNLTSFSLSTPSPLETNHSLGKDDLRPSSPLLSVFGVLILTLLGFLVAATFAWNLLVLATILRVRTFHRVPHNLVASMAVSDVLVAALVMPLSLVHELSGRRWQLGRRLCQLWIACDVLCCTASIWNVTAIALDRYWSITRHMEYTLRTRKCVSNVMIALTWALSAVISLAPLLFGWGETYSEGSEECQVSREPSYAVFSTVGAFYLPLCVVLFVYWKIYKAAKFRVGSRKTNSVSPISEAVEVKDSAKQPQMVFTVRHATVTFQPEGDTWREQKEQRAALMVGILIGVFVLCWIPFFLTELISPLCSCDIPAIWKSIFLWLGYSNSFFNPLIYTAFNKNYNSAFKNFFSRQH
HTR5A inv ctr – counter-screen for OPRM1-OPRD1 inverse agonists: human HTR5A inverse agonism. P47898. HTR5A cell line, luminescence. inhibition, % at 9.3 µM. 340,000 tested, 0.083% active; in the data active means inhibition mostly above about 23%, no sharp cut-off; inactive means mostly below about 18%;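 further: 0% = cells with DMSO and 100% = no-cell wells with DMSO; some compounds called inactive have numbers as strong as hits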
V-ATPase pHluor – regulators of yeast V-ATPase proton transport | S. cerevisiae, pHLuorin cytosolic pH fluorescence | response, % at 10 µM | 350,000 tested, 0.37% active | AID 504577; in the data active means response mostly above about 7.3%, no sharp cut-off; inactive means mostly below about 5.4%; further: actives read high; inactives centre near 0; some compounds called inactive have numbers as strong as hits; reference of the scale not given here
An asterisk follows results filed as active; . = no result given. This is a subset; count on the stated rates, not on these rows.

SMILES	CAL PDZ FP	MOR-DOR inv ag	RTF Ca sens act	MOR-DOR ag	Keap1-Nrf2 PPI	C-LANA FP	Cardiac RTF inh	HTR5A ag	HTR5A inv ctr	V-ATPase pHluor
CCN1CCN(S(=O)(=O)c2ccc(Cl)c(C(=O)Nc3ccc(C(=O)N(CC)CC)cc3)c2)CC1	-17	-11	4	2.8	-1	-0.5	-3	4	-11	1
CCOP(=O)(OCC)C(NC(=O)CC(C)C)C(Cl)(Cl)Cl (stereo not given)	-7	13	1	-2.5	1	1.0	5	2	-16	1
Nc1ccc2ccccc2c1	-2	-4	2	0.8	-3	-1.9	-3	7	-29	4
O=C1CN=C(c2ccccc2)c2oc3ccc(Br)cc3c2N1	0	-13	2	2.5	2	-0.2	-10	3	-9	2
COc1ccc(-n2c(/C=C/c3ccc(O)c(OC)c3)nc3ccccc3c2=O)cc1	.	-5	6	0.9	-5	-3.7	-14	11	-18	2
CC(C)(C)C(O)C(Oc1ccc(Cl)cc1)n1cncn1 (stereo not given)	-4	6	10	-1.2	-2	-0.5	8	0	-8	-8
CCOC(=O)c1ccc(N2C(=O)CC(N3CCC(C#N)(c4ccccc4)CC3)C2=O)cc1 (stereo not given)	-5	4	5	-0.8	-3	0.4	-7	1	22	1
CCn1c(=O)n(CC(=O)N2CCC3(CC2)OCCO3)c(=O)c2ccccc21	52*	19	-6	-4.6	1	0.6	0	-9	20	4
Cc1nn(Cc2ccccc2Cl)c(C)c1C(=O)OCC(=O)NC1CCCC(C)C1C (stereo not given)	-2	-8	-5	1.3	-3	-1.1	-12	2	0	0
Cc1cccc(N2C(=O)NC(=O)/C(=C\c3cc(C)n(-c4sc5c(c4C#N)CCCC5)c3C)C2=O)c1C	-3	0	-8	0.0	-4	-0.8	-15	7	-17	1
CCN1c2nc3c(C)cccn3c(=O)c2CC2(C(=O)N(C)C(=O)N(C)C2=O)C1C (stereo not given)	1	12	14	-2.2	-4	-0.3	0	3	9	-2
CSCc1nnc2n1-c1ccc(Cl)cc1C(c1ccccc1)=NC2	-4	11	9	-2.1	-1	-1.5	0	3	-20	-2
Cc1cc(/C=C2/C(=O)NC(=O)N(c3ccccc3)C2=O)c(C)n1-c1ccc(F)cc1	-4	-17	2	3.0	-5	1.9	-6	-4	-33	-2
CN(C(=O)Oc1ccc(Cl)c2cccnc12)c1ccccc1	-4	15	2	-3.0	6	0.1	1	5	15	-2
O=C(CN1CCCC1=O)NCCc1ccccc1	1	17	9	-3.6	0	-1.3	8	6	-1	-2
CC1(O)CCC2C3CCC4=CC(=O)CCC4=C3C=CC21C (stereo not given)	-1	19	-2	-4.4	-3	-0.1	5	4	-15	-3
COC(=O)C1=C(c2ccc(OC)c(OC)c2)C[C@@H]2CC[C@H]1N2C(=O)NCc1ccco1	5	14	7	-2.5	-7	-0.1	7	0	0	1
c1ccc(CN2CCN(Cc3ccc4ccccc4c3)CC2)cc1	-2	-20	2	4.1	0	0.2	-7	-2	6	-1
Cc1cccc(N2C(=O)NC(=O)/C(=C\c3cccn3-c3ccc(Cl)cc3)C2=O)c1	-4	-16	2	2.8	-3	2.5	11	1	-22	2
O=c1c2ccccc2[nH]c(=S)n1-c1ccc2c(c1)OCCO2	-2	18	1	-3.6	-5	-1.5	6	3	-1	-3
C[C@]12CCC(=O)C(O)=C1CC[C@@H]1[C@@H]2CC[C@]2(C)C(=O)CC[C@@H]12	0	4	4	-0.8	-6	1.7	-7	2	-47	-3
CCc1n[nH]c(CCN)n1	.	6	9	-1.2	0	-2.7	-7	-3	6	-2
Cc1nn(Cc2ccccc2Cl)c(Cl)c1C(=O)OC(C(=O)NC(N)=O)C(C)C (stereo not given)	-5	-24	-1	4.7	5	-0.1	-3	2	-6	-1
CN1CCN(c2ccc(NC(=O)C(C)(C)C)cc2)CC1	0	13	6	-2.2	-2	-1.7	-2	-4	-13	3
CN1C(=O)C(=Cc2ccccc2OS(=O)(=O)c2ccccc2)C(=O)N(C)C1=O	0	0	-3	-0.1	0	8.1	-4	2	-23	7
O=[N+]([O-])c1cc(S(=O)(=O)c2ccc(O)c([N+](=O)[O-])c2)ccc1O	0	2	-1	-0.3	2	16	8	-4	-5	-2
CC1=CC(=O)C2=C(C)C[C@H](O)[C@@H]3[C@H](OC(=O)[C@H]3C)[C@@H]12	3	4	7	-0.8	-4	-1.0	4	-4	13	-2
CCOC(=O)c1sc(/N=C/c2c(O)n(-c3ccccc3)c(=O)[nH]c2=O)c(C#N)c1C	-5	-1	7	0.1	-21	-1.5	3	2	-13	4
C[C@]12CCC3C(CC[C@H]4C[C@@H](O)CC[C@]34C)[C@H]1C=CC2=O (stereo not given in full)	-3	0	-5	-0.1	-9	0.6	-2	-4	14	0
O=C(CN1CCCC1)Nc1ccc(Cl)cc1C(=O)c1ccccc1	.	3	3	-0.6	-4	1.2	-5	-2	12	-4
COc1ccc(N=C(C)c2c(O)n(C)c(=O)n(C)c2=O)c(OC)c1	1	2	-4	-0.5	-3	0.0	-3	-2	8	-1
CN1CCC(N(C)Cc2cccnc2)CC1	-1	10	1	-1.8	-2	1.1	-3	-2	-2	7
ON1C2CCCCC2N(O)C1c1ccccc1F (stereo not given)	0	54*	0	-9.4	-9	0.5	-1	-3	9	3
O=C(c1ccc2c(c1)N(Cc1ccc(F)cc1)CCS2)N1CCC2(CC1)OCCO2	1	9	1	-1.8	-6	-0.8	1	-1	5	-2
N[C@@]1(C(=O)O)CC[C@@H](C(=O)O)C1	-1	-1	2	0.2	3	1.2	12	-2	6	-3
O=C1CC=C2C3CC4N(CCC45c4ccccc4N1C25)CC3=CCO (stereo not given)	-3	13	11	-2.5	-4	1.4	1	0	2	-1
CCCCn1c(O)c(C(C)=NCc2cc(OC)cc(OC)c2)c(=O)[nH]c1=O	-4	-17	3	3.9	0	0.2	-4	-1	1	2
COc1cc2c(cc1OC)CN(c1ccc([N+](=O)[O-])c(C(F)(F)F)c1)CC2	-2	17	-1	-3.5	-3	2.0	-8	5	13	2
Cc1ccc(N2C(=O)NC(=O)/C(=C/C=C/c3ccco3)C2=O)cc1	0	7	6	-1.2	-11	-0.3	-2	0	10	9
Cc1cccc(N2C(=O)NC(=O)/C(=C\C=C\c3ccco3)C2=O)c1	2	2	5	-0.5	-12	0.1	-12	-1	-2	0
CCCC1CCCCC12C(=O)NC(=O)NC2=O (stereo not given)	-3	6	2	-1.2	-4	0.4	-11	3	-11	2
C=Cn1ccnc1P(=S)(c1c(C)nn(-c2ccccc2)c1C)c1nccn1C=C	-1	-9	7	1.6	-3	-2.7	-8	-1	3	-3
CCOC(=O)C1CCN(C(C)C(=O)c2c(C)[nH]c3cc(C)ccc23)CC1 (stereo not given)	12	12	1	-2.7	1	6.7	-5	-3	9	-2
Cc1ccc(-n2c(/C=C/c3ccccn3)nc3ccccc3c2=O)cc1	-2	13	6	-2.3	-3	-3.1	0	-4	15	-2
COc1ccc2[nH]cc(CCN=C(N)N)c2c1	9	0	5	-0.1	0	-1.0	-4	6	-15	5
Brc1ccc2[nH]cc(/C=N/N3CCCCC3)c2c1	-2	-27	12	4.8	-1	0.1	-9	4	-14	-1
N=c1sc2c(n1Cc1ccccc1)CCCC2	-2	-1	2	0.2	6	-1.6	-4	2	24	0
CC12CN3CCN(CC(C3)/C1=N/NC(N)=O)C2	-4	20	9	-4.0	-3	-0.2	-15	5	15	-4
CC(=NCc1ccco1)c1c(O)n(-c2ccccc2)c(=O)[nH]c1=O	-1	5	3	-1.1	-5	-0.4	-12	-1	14	-1
CC1=C[C@@H]2c3cccc4[nH]cc(c34)C[C@H]2N(C)C1	2	-23	36*	4.8	14*	17	-40	26*	-93	-1
Remaining list, next part.
SMILES	CAL PDZ FP	MOR-DOR inv ag	RTF Ca sens act	MOR-DOR ag	Keap1-Nrf2 PPI	C-LANA FP	Cardiac RTF inh	HTR5A ag	HTR5A inv ctr	V-ATPase pHluor
COC(=O)C1=C(c2ccc(Cl)c(C(F)(F)F)c2)C[C@@H]2CC[C@H]1N2C(=O)N1CCC(O)(c2ccc(Cl)cc2)CC1	-2	-17	-2	3.0	2	-0.7	-4	4	-13	2
CCOc1ccc(C2C(C#N)=C(N)Oc3c2c(=O)oc2ccccc32)cc1 (stereo not given)	.	3	2	-0.5	4	0.9	-5	3	-5	7
COC(=O)C1=C(c2ccc(S(C)(=O)=O)cc2)C[C@@H]2CC[C@H]1N2C(=O)NC1CCCCC1	-5	13	8	-2.5	-1	0.3	-2	-2	-22	-1
COc1ccc(OCC(=O)N2CCN(Cc3ccc(SC)cc3)CC2)cc1	-6	-11	1	2.2	-1	-0.1	7	-1	4	1
O=C1CN(O)C(c2ccccc2)=c2cc(Br)ccc2=N1	9	14	3	-2.9	-2	0.1	-1	-3	-30	1
O=C(c1ccccc1F)c1cn(CC(=O)N2CCCC2)c2ccccc12	-3	9	-5	-1.6	-4	5.1	-9	-1	-2	-1
CCCCn1c(N)c(C(=O)OCC2CCCO2)c2nc3ccccc3nc21 (stereo not given)	-7	11	7	-2.0	-3	-0.9	-7	7	-9	1
CCN1CC2([N+](=O)[O-])CC=C(Cl)C([N+](=O)[O-])(C1)C2 (stereo not given)	-1	0	4	0.0	0	0.0	-9	-1	-40	13
CN(C)C(=O)Oc1cccc(-c2cn3cc(Cl)ccc3n2)c1	12	3	-5	-0.5	1	0.1	11	1	3	1
COc1ccc(C(=O)C2CCCN(Cc3cnc(C)s3)C2)c(OC)c1 (stereo not given)	0	-5	-1	1.1	3	0.9	-3	5	-1	1
CC(C)N1CCN(Cc2cc3c(cc2Cl)OCO3)CC1CCO (stereo not given)	2	2	0	-0.5	-4	-0.1	4	-5	8	1
COCCNCCOc1ccc(C(C)(C)c2ccccc2)cc1	1	-7	-2	1.1	3	0.5	-8	3	-7	12*
COc1ccc(CC2C(=O)NC(C)C(=O)N(C)C3C(=O)N(C)C(Cc4ccc(O)c(c4)Oc4ccc(cc4)C3O)C(=O)NC(C)C(=O)NC(C)C(=O)N2C)cc1 (stereo not given)	-3	13	-1	-3.0	4	-3.1	-1	2	-7	0
O=C1OCCC1NC1=NCCC1 (stereo not given)	-13	8	5	-1.4	-3	-1.1	5	-1	3	-1
O=C(OCC(=O)c1ccc([N+](=O)[O-])cc1)/C(=C\c1ccc(Cl)cc1)NC(=O)c1ccccc1	3	-12	6	2.0	0	1.0	-17	5	-12	4
CC(=O)N1CC(=O)Nc2ccc(F)cc2C1c1ccccc1 (stereo not given)	1	9	-6	-1.7	-4	-2.0	-3	5	-18	-1

High-throughput results from PubChem BioAssay.
